Assay outcomes deposited in PubChem BioAssay by Sanford-Burnham Center for Chemical Genomics.
tim10-1 inh = tim10-1 yeast growth inhibition | S. cerevisiae tim10-1 ts strain growth, BacTiter-Glo, 24 h | inhibition, % at 20 µM | 330,000 tested, 2.2% active;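 active = inhibition of at least 40%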;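 note: mutant grown at 25 °C; 0% = DMSO wells with yeast and 100% = wells holding no yeast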
Mdm2-MdmX inh = disrupts the human Mdm2-MdmX interaction | SaOS-2 split-luciferase Mdm2/MdmX complementation, luminescence | 330,000 tested, 3% active | inhibition, % at 8 µM;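 active = inhibition of at least 50% at 8 µM in the primary screen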
NLRP3 yeast inh = NALP3 inhibition in yeast; Yeast reconstituted NLRP3/ASC/caspase-1, beta-gal luminescence, 24 h; inhibition, % at 10 µM; 330,000 tested, 0.39% active; AID 2825;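 active = inhibition of 50% or more; inactive = inhibition below 50%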;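 note: plate controls were induced DMSO wells for no effect and uninduced yeast grown without galactose for full effect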
TIM10 inh = TIM10 yeast growth inhibition; S. cerevisiae TIM10 strain growth, BacTiter-Glo luminescence, 24 h; 330,000 tested, 1.4% active; AID 463195; inhibition, % at 10 µM;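 active = inhibition of 40% or more at the single tested concentration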;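 note: wild-type TIM10 isogenic control strain grown at permissive 25 °C; 0% = DMSO yeast wells and 100% = minimal medium wells without yeast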
GRIN3A LBD mod = modulates the human NR3A ligand-binding domain. AID 1259313. 340,000 tested, 2.5% active. NR3A LBD differential scanning fluorimetry, Tm shift; 0% = protein alone, 100% = glycine-bound protein. Tm shift relative to glycine control, % at 25 µM;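 active = melting temperature shift of at least 10% of the positive control shift, at one fixed dose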
XBP1 UPR activ = adaptive UPR (XBP1) activation; CHO-XBP1 luciferase reporter, IRE1-XBP1 UPR activation, luminescence; percent of tunicamycin response, DMSO as zero; activation, % at 20 µM; 330,000 tested, 0.33% active; AID 463104;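 active = versus positive control, 20 µM dose yields 30% or more activation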;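 note: 100% = tunicamycin at 10 µg/mL and 0% = DMSO only wells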
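Material: CHO cell line with stable XBP1 luciferase reporter; buffer or medium: F12 medium containing 10% fetal bovine serum; compound: single point, 20 µM final compound, 1% DMSO; incubation: 6 h treatment, 37 °C; measured by: glow luminescence from Steady-Glo reagent; evaluation: activation, % of tunicamycin; control set: tunicamycin high, DMSO low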
APJ ag = APJ receptor agonism | AID 2520 | P35414 | activation, % at 20 µM | CHO-K1 APJ PathHunter beta-arrestin, luminescence; 0% DMSO wells, 100% apelin | 330,000 tested, 0.11% active;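 active = activation more than six SD over the plate average, tested at 20 µM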;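 note: 0% = DMSO alone and 100% = apelin-13 at 10 nM; some results filed as inactive read as strong as hits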
Target sequence (P35414 whole entry, looked up): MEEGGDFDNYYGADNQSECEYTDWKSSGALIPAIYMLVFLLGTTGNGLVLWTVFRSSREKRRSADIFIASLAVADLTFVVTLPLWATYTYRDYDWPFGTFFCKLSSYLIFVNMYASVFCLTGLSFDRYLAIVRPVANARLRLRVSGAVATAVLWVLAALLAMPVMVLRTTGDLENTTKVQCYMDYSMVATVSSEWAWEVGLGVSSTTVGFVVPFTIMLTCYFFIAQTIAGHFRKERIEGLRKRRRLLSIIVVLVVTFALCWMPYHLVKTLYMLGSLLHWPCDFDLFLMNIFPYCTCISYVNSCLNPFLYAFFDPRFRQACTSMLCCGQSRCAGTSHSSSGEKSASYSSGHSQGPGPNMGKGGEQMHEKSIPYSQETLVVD
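Assay system: CHO-K1 APJ beta-arrestin complementation cell line / Compound: single test compound dose, 20 µM final, 1% DMSO / Times: overnight seeding, 90 min compound at 25 °C, 1 h detection / Technique: beta-gal luminescence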
UPR CHOP act = activators of apoptotic arm of unfolded protein response (CHOP) | 330,000 tested, 0.34% active | AID 449763 | CHO-CHOP luciferase reporter, UPR activation, luminescence; percent of tunicamycin response over DMSO baseline | activation, % at 10 µM;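 active = at 10 µM dose, activation of 40% or more, normalized to positive control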;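 note: 100% = tunicamycin at 10 µg/mL and 0% = DMSO alone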
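Assay system: CHO cells with stable CHOP pathway luciferase reporter; Buffer or medium: F12 plus 10% serum; Times: 16-18 h cell attachment, then 6 h compound exposure, 37 °C; Signal: luciferase luminescence; Read-out basis: percent activation relative to tunicamycin control; Control set: tunicamycin high control, DMSO low control.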
tim23-1 inh = growth inhibitors of tim23-1 mutant yeast; 330,000 tested, 1.3% active; inhibition, % at 20 µM; S. cerevisiae tim23-1 growth, BacTiter-Glo luminescence, 24 h;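 active = growth inhibition of the mutant yeast at or above 50%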;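 note: temperature-sensitive mutant grown at 25 °C; plate controls were DMSO-treated mutant yeast for no effect and medium wells lacking yeast for full effect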
The depositor's hits bear a star; nt = no result given.

SMILES	tim10-1 inh	Mdm2-MdmX inh	NLRP3 yeast inh	TIM10 inh	GRIN3A LBD mod	XBP1 UPR activ	APJ ag	UPR CHOP act	tim23-1 inh
O=C(NCCc1ccccc1Cl)C1CCC(=O)N(Cc2ccc(Cl)cc2)C1 (stereo not given)	4	11	19	18	1	-4	-1	-0.2	20
Cc1cc(C(=O)OCC(=O)Nc2c(F)cccc2F)c(C)n1-c1ccccc1	10	-14	14	-33	-2	3	-2	5.7	24
CCn1ccnc1CN(C)C(=O)CCc1nnc(CCCc2ccccc2)o1	7	11	1	3	1	1	0	1.1	5
CNc1c(NS(=O)(=O)c2ccc(OC)c(Cl)c2)c(=O)oc2ccccc12	23	7	4	11	16*	-2	5	2.4	10
Cc1ccc(C(=O)C(C)Sc2nnc(N)s2)cc1 (stereo not given)	11	-5	-5	6	0	-1	1	3.6	20
O=C(O)c1ccccc1-c1ccccc1C(=O)NCc1ccccc1F	-11	-7	8	2	1	-2	-3	-0.4	-6
COCCN1C(=O)N[C@@H](c2ccco2)C(C(C)=O)=C1C	5	6	1	-1	-2	-1	-4	-0.3	6
CCOC(=O)N1CCN(C(=O)CN2C(=O)COc3ccc(C(C)(C)C)cc32)CC1	5	12	9	6	-1	-2	-3	-1.1	9
NC(=O)C1(N2CCCCC2)CCN(S(=O)(=O)c2cc(Cl)sc2Cl)CC1	2	14	25	11	-3	-1	3	0.3	32
N#Cc1nc(-c2ccccc2F)oc1NCCc1ccccn1	8	-14	19	8	0	2	0	3.4	4
O=C(CN1CCN(C(=O)c2ccccc2)CC1)NC(=O)NCCC1=CCCCC1	0	-12	8	3	0	-4	-1	-0.2	-5
Cc1cc(C)n2c(=S)[nH]nc2n1	4	11	9	-7	5	-2	4	-4.5	10
COc1c(-c2ccc(O)c(O)c2)oc2cc(O)cc(O)c2c1=O	6	30	15	-7	16*	26	-1	1.2	-15
CCN(CC)c1ccc(NC(=O)c2ccc3c(c2)c(C)c(C)n3C)cc1	10	61*	28	20	-6	5	-3	1.5	37
CC1(C)CC(=O)C(C(O)c2ccc([N+](=O)[O-])cc2)C(C)(C)N1 (stereo not given)	7	-4	2	10	1	4	0	0.0	9
CCNc1ccc(C(=O)OCC(=O)NC(C)c2ccccc2)cc1[N+](=O)[O-] (stereo not given)	-14	0	15	8	1	1	-1	-1.1	-20
COC(=O)C/C=N/N=C1/NC(=O)/C(=C/C(=O)O)S1	7	-1	1	10	1	-2	-1	0.6	9
COc1ccc(CNC(=O)C2CCCN2S(=O)(=O)c2ccc(S(=O)(=O)N(C)C)cc2)cc1 (stereo not given)	16	11	-1	-4	2	-1	8	2.4	10
O=C(N/N=C/c1cccc(Oc2ccccc2)c1)c1cccc(Br)c1	16	18	36	5	1	-5	0	-0.2	36
Cc1c(C)c(C)c(S(=O)(=O)n2[nH]c(=O)c(CCO)c2C)c(C)c1C	9	8	7	8	-1	-5	-1	-2.0	13
CCOC1OC2C(CO)OC(n3cnc4c(N)ncnc43)C2O1 (stereo not given)	12	5	-5	10	0	0	0	-2.3	4
CC(C)CC(=O)Nc1ccc2c(c1)oc1ccccc12	-15	-302	43	13	-16	3	1	6.5	7
CC(=O)N1CN(C2CC(C)(C)NC(C)(C)C2)Cc2c1sc1c2CCCC1	4	-5	3	8	0	-1	-4	1.4	1
CC(C)(C)c1ccc(OCC(O)CNC(=O)c2ccccc2C(=O)O)cc1 (stereo not given)	7	13	8	7	2	-3	0	2.9	9
Cn1cccc1C(=O)NC(=O)COC(=O)c1cc(S(=O)(=O)N2CCCCC2)ccc1Cl	3	13	-2	21	-2	-2	-3	1.1	-5
CC(CC(=O)N1CCN(c2ccccc2)CC1)c1ccccc1 (stereo not given)	20	7	19	4	-2	1	-5	-0.5	13
O=C(O)C/C(=C\c1cc(Cl)c2c(c1)OCO2)c1nc2ccccc2s1	31	28	7	8	3	-5	-4	-2.3	19
Cc1ccccc1C(=O)Nc1cccc(NC(=O)c2ccc(F)cc2)c1	16	15	5	0	-7	-4	2	-0.7	18
O=C1NCCN1Cc1ccccc1F	4	-7	4	3	-3	3	-5	0.0	4
Cc1cc(C)c(NC(=O)Cn2ncc3ccccc32)c(C)c1	0	6	3	-2	-2	-4	-3	-2.8	5
Cc1onc(-c2c(F)cccc2Cl)c1C(=O)Nc1cccc(S(=O)(=O)NCc2ccco2)c1	1	32	1	-12	-5	-2	0	-1.4	9
CCOC(=O)C1=C(c2ccccc2)NC(=O)NC1c1ccc(OC)c(OC)c1 (stereo not given)	-10	7	12	6	0	-2	-4	0.3	9
O=C(CSCc1ccc(Cl)cc1Cl)Nc1c[nH]c(=O)[nH]c1=O	10	-14	9	-7	0	0	1	2.0	-6
CCCc1nn(C)c(C(=O)Nc2cccc3ccccc23)c1Cl	6	-19	5	11	12*	2	-4	4.0	24
Cc1ccc(C)c(OC(=O)c2ccncc2)c1	19	1	14	-20	0	0	1	1.9	7
Cc1ccc(OCc2nc(C#N)c(NCCCn3ccnc3)o2)cc1	8	19	13	-15	1	1	-5	-0.1	9
C/C(NCc1ccccc1)=C(\C#N)C(=O)NCc1ccccc1	22	10	4	33	-1	2	-4	-3.2	33
CCCC(=O)c1c(NCCO)cc(C)oc1=O	8	-9	-9	2	0	-2	2	-0.4	10
CC(=O)c1ccc(OCCCC(=O)NCc2nnc3ccccn23)cc1	-6	12	10	3	1	-4	-3	-0.6	-12
Fc1ccc(-c2cn(-c3ccccc3)c3[n+]2CCS3)cc1	-24	14	-2	-12	-6	-1	4	-0.7	-55

2 compounds picked at random from the list so far, as already listed:
SMILES	tim10-1 inh	Mdm2-MdmX inh	NLRP3 yeast inh	TIM10 inh	GRIN3A LBD mod	XBP1 UPR activ	APJ ag	UPR CHOP act	tim23-1 inh
CC(=O)c1ccc(OCCCC(=O)NCc2nnc3ccccn23)cc1	-6	12	10	3	1	-4	-3	-0.6	-12
CC(=O)N1CN(C2CC(C)(C)NC(C)(C)C2)Cc2c1sc1c2CCCC1	4	-5	3	8	0	-1	-4	1.4	1

Structures listed so far shown as hits in GRIN3A LBD mod.
| canonical_smiles | Mdm2-MdmX inh | NLRP3 yeast inh | GRIN3A LBD mod | XBP1 UPR activ |
| --- | --- | --- | --- | --- |
| CNc1c(NS(=O)(=O)c2ccc(OC)c(Cl)c2)c(=O)oc2ccccc12 | 7 | 4 | 16* | -2 |
| COc1c(-c2ccc(O)c(O)c2)oc2cc(O)cc(O)c2c1=O | 30 | 15 | 16* | 26 |
| CCCc1nn(C)c(C(=O)Nc2cccc3ccccc23)c1Cl | -19 | 5 | 12* | 2 |

(further entries)
SMILES	tim10-1 inh	Mdm2-MdmX inh	NLRP3 yeast inh	TIM10 inh	GRIN3A LBD mod	XBP1 UPR activ	APJ ag	UPR CHOP act	tim23-1 inh
COCCCNC(=O)CC(NS(=O)(=O)c1ccc(C)cc1)c1ccco1 (stereo not given)	3	-18	2	3	-2	-5	1	2.7	-1
CCS(=O)(=O)c1ncc(Cl)c(C(=O)Nc2ccc(S(=O)(=O)N(C)c3ccccc3)cc2)n1	27	98*	33	6	-8	-11	-5	-11	32
CCOc1ccc(/C=N/Nc2cc(N3CCOCC3)nc(C)n2)c(O)c1	5	45	30	19	7	0	-4	-0.3	42
COc1ccc(-c2cc(CCC(=O)N3CCN(c4cc(C)ccc4C)CC3)on2)cc1	28	8	nt	8	0	-2	nt	1.6	39
CCOC(=O)N1CCN(C(=O)CN(c2ccc(Cl)c(C(F)(F)F)c2)S(C)(=O)=O)CC1	18	10	6	16	-2	-4	-7	-0.9	3
O=C(NCCn1cc(SCc2ccc(F)cc2)c2ccccc21)c1ccccc1F	18	34	8	13	-10	-1	0	2.3	33
O=C(CSc1nnnn1C1CCCC1)NCc1ccccc1	14	8	9	-14	-4	2	-1	-1.1	0
Cc1nn(-c2ccccc2)c(C)c1/C=N/n1c(-c2ccc(C(C)(C)C)cc2)n[nH]c1=S	47*	31	17	44*	-6	6	-2	-0.3	46
CCOCCCNCc1ccc(OCc2ccc(F)cc2)c(OC)c1	-6	13	14	-18	0	-2	-3	1.1	-5
O=C(CCCCn1c(=O)[nH]c2ccccc2c1=O)N1CCN(c2ncccn2)CC1	9	5	8	2	0	-1	-3	1.5	1
COc1ccc(CN2C(=O)[C@@H]3Cc4c([nH]c5ccccc45)C(C)(C)N3C2=O)cc1	44*	14	9	27	12*	-1	-2	0.6	43
O=C(Nc1ccccc1Cl)c1ccc(Cl)cc1Cl	-3	2	-4	4	0	-2	-2	3.6	3
CCOc1ccc(OCCCCOc2ccccc2C(C)=O)cc1	13	-6	12	1	-2	-2	-1	-1.8	6
CC(C)c1ccc2[nH]c(O)c(N=NC(=O)c3cccc(S(=O)(=O)Nc4ccc(Cl)cc4)c3)c2c1	5	18	-11	-5	43*	1	-2	5.8	-5
O=C(CN1CCC(c2nc3ccccc3s2)CC1)NCc1cccs1	25	2	-17	20	3	0	-3	-0.5	22
Cc1ccc(/C=N/NC(=O)C(C)NC(=O)c2ccccc2)cc1 (stereo not given)	-8	32	13	-8	-2	-1	0	1.8	-7
O=C(O)c1cc(N2C(=O)CCC2=O)ccc1Cl	-7	-1	11	0	0	-4	-1	4.4	-2
CN(C)CCNC(=S)Nc1ccccc1Cl	-15	21	13	-12	-1	-3	-1	0.0	-18
O=C(NCc1cccnc1)c1cccc(S(=O)(=O)N2CCOCC2)c1	10	22	3	13	0	2	-3	-0.6	4
CCC(=O)N1CCc2cc(Br)cc(S(=O)(=O)NCCN3CCCCC3C)c21 (stereo not given)	6	11	21	-13	-1	-2	-3	-1.7	3
C#CCOCCOCCOCCNc1nc(N2CCN(C(=O)CCCCCCCCCCNC(=O)Cn3cc(CCCCCN)nn3)CC2)nc(N2CCN(C(=O)CCCCCCCCCCNC(=O)[C@H]([C@@H](C)CC)n3cc(CCCCN=C(N)N)nn3)CC2)n1	28	10	39	-10	-1	5	17	-0.2	46
O=C(C1=C(O)C(=O)N(CCN2CCOCC2)C1c1cccnc1)c1cc2ccccc2o1 (stereo not given)	3	-13	17	-8	-1	-1	-3	-2.4	-6
Cc1ccc2nc(C(F)OC(F)(F)F)[nH]c2c1 (stereo not given)	8	-18	7	10	-2	4	-2	0.7	24
Cc1ccc(S(=O)(=O)Nc2ccccc2C(=O)Nc2nc(-c3ccc(F)cc3)cs2)cc1	12	86*	25	39	31*	4	4	16	36
COc1cc(C(=O)N2CCCCC2)ccc1OCC(=O)Nc1ccc(F)cc1	8	25	6	6	1	-3	-4	-2.6	13
O=C(CSc1nccn1-c1ccc(Cl)cc1)Nc1ccc2c(c1)OCO2	15	20	30	-13	0	0	0	-0.4	24
CCC(=O)Nc1ccc(C(=O)Nc2c[nH]c(=O)[nH]c2=O)cc1	7	26	7	-11	-2	-2	-2	-0.4	2
CCN(C(=O)COc1cc(OC)ccc1C(C)=O)C1CCS(=O)(=O)C1 (stereo not given)	-20	12	17	7	0	-2	-1	-1.6	-13
Cc1cc(/C=N/Nc2ccc([N+](=O)[O-])cn2)c(C)n1-c1ccccc1	-14	-4	11	-11	1	0	-4	1.3	3
